Screens as filed in PubChem BioAssay.
Polio RdRp inh = poliovirus RdRp elongation inhibitors, primary screen, biochemical, fluorescence polarization, total intensity; Genome polyprotein (Poliovirus type 1 (strain Mahoney)), P03300; poliovirus polymerase elongation; active compounds read low; % elongation, % (compound at 16.7 µg/mL); actives 0.66% (n = 150,000); in the data active means % elongation below about 90%; further: some results filed as inactive read as strong as hits
Target sequence (P03300 1749-2209 limits assumed): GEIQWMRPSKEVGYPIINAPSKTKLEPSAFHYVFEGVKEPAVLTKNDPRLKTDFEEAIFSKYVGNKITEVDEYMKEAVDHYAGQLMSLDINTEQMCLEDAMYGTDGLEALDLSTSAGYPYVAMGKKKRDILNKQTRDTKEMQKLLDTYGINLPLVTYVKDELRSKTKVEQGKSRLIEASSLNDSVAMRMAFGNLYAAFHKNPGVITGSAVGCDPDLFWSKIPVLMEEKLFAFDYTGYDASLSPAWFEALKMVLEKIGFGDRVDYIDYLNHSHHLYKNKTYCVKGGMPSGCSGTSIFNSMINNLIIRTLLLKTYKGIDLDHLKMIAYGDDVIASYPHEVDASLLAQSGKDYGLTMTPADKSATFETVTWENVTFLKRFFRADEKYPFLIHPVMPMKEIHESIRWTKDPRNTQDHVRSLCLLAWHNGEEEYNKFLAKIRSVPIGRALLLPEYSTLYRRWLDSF
Polio RdRp inh FP z-score = recorded beside Polio RdRp inh, whose call it bears; z-score; measured here: FP z-score; hits read low
Active calls of the source: *; & = joins results of further samples.

The opening three compounds, ahead of the listing:
SMILES	Polio RdRp inh	Polio RdRp inh FP z-score
NC(N)=N/N=C/c1cn(-c2ccccc2)nc1-c1ccccc1	98	-0.4
O=C(Cn1cccc1C(=O)c1ccccc1)NCCCN1CCN(C2CCCCC2)CC1	105	1.1
COc1cccc(NC(=O)Cn2c(=O)n(CCc3cccc(C)c3)c(=O)c3ccccc32)c1	107	-0.4

The listing (from the top)
SMILES	Polio RdRp inh	Polio RdRp inh FP z-score
NC(N)=N/N=C/c1cn(-c2ccccc2)nc1-c1ccccc1	98	-0.4
O=C(Cn1cccc1C(=O)c1ccccc1)NCCCN1CCN(C2CCCCC2)CC1	105	1.1
COc1cccc(NC(=O)Cn2c(=O)n(CCc3cccc(C)c3)c(=O)c3ccccc32)c1	107	-0.4
Cc1ccc(CNc2oc(-c3ccc(COc4ccc(C)cc4)o3)nc2C#N)cc1	112	1.3
NC(=O)c1ccccc1NC(=O)CSc1ccc2ccccc2c1	102	0.2
O=C(c1ccccc1)c1ccc2nc(N3CCN(c4ccc(F)cc4)CC3)c3nncn3c2c1	103	-0.6
N#CSCCCOc1ccc(Cl)cc1	101	0.5
COc1ccc(Cn2ccnc2SCC(=O)Nc2ccc3c(c2)OCO3)cc1	109	0.5
Cc1cc(C)nc(NC(N)=NCc2ccccc2)n1	102	0
NC(=O)c1cc(S(=O)(=O)NC2CCCCCCC2)cs1	102	0.1
NC(=O)C1CCN(C(=O)CSCc2ccc(Br)cc2)CC1	100	-0.8
Cc1cc(C(=O)COC(=O)c2ccc3c(c2)C(=O)N(CCC(C)C)C3=O)c(C)n1-c1nccs1	102	0.2
CC1=C(C(N)=O)C(c2cccc(F)c2)n2nc(SCc3ccccc3)nc2N1 (configuration not stated)	104	0.3
Cc1noc(-c2ccccc2OC(=O)c2ccccc2)n1	104	0.6
CCOC(=O)C1CCCN(Cc2cn3c(-c4cccc(Br)c4)nnc3s2)C1 (configuration not stated)	102&99	-0.7&-1.4
O=C(Cn1c(=O)oc2ccccc21)Nc1ccccc1Cl	104	0
CCOC(=O)c1cc2c(=O)n3ccccc3nc2n(CC(C)C)c1=NC(=O)c1cc2ccccc2o1	106	0.4
C/C(Cc1ncn(-c2cc(C)on2)n1)=N\O	105	0.3
COc1ccc(C2=C(Nc3ccc(Br)c(C)c3)c3ccccc3C2=O)cc1	110	1.4
CCn1nc(C)c(CCN(C)C(=O)Nc2ccc(C)c(Cl)c2)c1C	111	0.9
O=C(NCCCO)Nc1c[nH]c2ccccc2c1=O	102	0
CCCCn1c(=O)[nH]c2nc3cc(N=Cc4c(O)n(C)c(=O)n(C)c4=O)ccc3nc2c1=O	96	-0.6
COc1cc(C(=O)O)cc(OC)c1OCc1cc(C(=O)O)oc1C	100	-0.1
CC(=O)N1N=C(c2ccncc2)OC1c1cn(-c2ccccc2)nc1-c1cccs1 (configuration not stated)	104	0.4
O=C(CCC1CCCC1)OCC(=O)N1CCOCC1	101	-0.2
COc1ccc(-c2nn3c(=O)cc(CN4CCN(C(=O)/C=C/c5ccccc5)CC4)nc3s2)cc1	107	-0.2
N#Cc1ccc(COC(=O)c2cnc3sccn3c2=O)cc1	103	0.1
COc1ccc(C(=O)Nc2cc(NC(=O)c3ccco3)ccc2OC)cc1Cl	104	0
COc1ccc(-n2c(SCC(=O)N3CCCc4ccccc43)nc3c(c2=O)SCC3)cc1OC	100	-0.6
COc1ccc(NC(=O)Cn2c(=O)n(Cc3nc(C)no3)c(=O)c3cc4c(cc32)OCO4)cc1	109	0.3
Cc1ccc(C(=O)N2CCC(C(=O)O)CC2)cc1	101	0
CC(C)(C)CC(=O)NCc1ccccn1	102	-0.3
CCN1C/C(=C/c2cc(C)n(C3CC3)c2C)C(=O)/C(=C\c2cc(C)n(C3CC3)c2C)C1	45	-6.6
C=CCn1c(O)c(CN2CCOCC2)c(C)c(C#N)c1=O	100	-0.4
Nc1nc(-c2ccccc2)c(N=Nc2cccnc2)s1	105	0.2
COc1ccc(OC)c(NC(=O)C(Cc2ccccc2)NS(=O)(=O)c2ccc3c(c2)CCC(=O)N3)c1 (configuration not stated)	107	0.4
C=CCc1c(C)nc(C)nc1NCCO	104	0
CC1CCN(S(=O)(=O)c2ccc3c(c2)OCC(=O)N3)CC1	101	0
COc1ccc(Cl)cc1C(=O)NC1CCCC1	107	0.5
Cn1c(C(=O)N2CCCC(C(=O)N3CCN(c4ccccc4)CC3)C2)cc2sccc21 (configuration not stated)	104	-0.7
CC1CCN(C(=O)COc2ccc(F)cc2)CC1	101	-0.6
O=C(NC1CCCC1)C(c1ccncc1)N(Cc1ccco1)C(=O)Cn1nnc(-c2ccc(Cl)cc2)n1 (configuration not stated)	101	-0.3
Cc1ccc(Nc2cc(C(=O)NCc3ccco3)c3ccccc3n2)c(C)c1	100	-0.2
CCn1c(=O)c(CCc2ccccc2)nc2cc(S(=O)(=O)N(C)C)ccc21	105	0.2
CCOC(=O)NC(=S)Nc1ccc(NC(=O)c2cc(Cl)ccc2O)c(Cl)c1	105	0.7
COc1ccc(OC)c(C2=NS(=O)(=O)N(C)C(C(=O)Nc3ccc(F)cc3F)=C2)c1	110	0.1
CCOC(=O)c1c(C)oc2ncnc(Nc3ccc(OCC)cc3)c12	109	0.3
Cc1ccc(/C=C2/NC(=O)N(Cc3ccc(Br)cc3)C2=O)o1	102	0.7
Cn1c(C(C#N)c2cnn(-c3ccccc3)c(=O)c2Br)nc2ccccc21 (configuration not stated)	87	-1
COc1ccc(C2CC(=O)N(Cc3ccc(C)cc3)c3c2c(C)nn3-c2nc(C)cc(C)n2)c(OC)c1 (configuration not stated)	111	0.9
COc1ccccc1OCC(=O)Nc1nc2c(s1)CC(C)CC2 (configuration not stated)	97	-0.7
COc1ccc(N2CCN(C3CC(=O)N(CCc4ccccc4)C3=O)CC2)cc1 (configuration not stated)	101	0.1
CCCn1cnc2scc(-c3ccc(OC)cc3)c2c1=O	112	1.2
Nc1ccc(-c2nc3cc(Cl)ccc3o2)c(O)c1	108	0.5
CCn1cc(C(=O)NC(C)c2ccccc2)c(=O)c2cc(S(=O)(=O)N3CCc4ccccc4C3)ccc21 (configuration not stated)	107	0.4
Cc1nc2c(C(=O)NCC3CCCO3)cnn2c(C)c1Cc1ccc(F)cc1 (configuration not stated)	102	0.6
CC1CCN(CN2C(=S)SC3=NC(=O)CCCN32)CC1	102	-0.1
COC(=O)C1=C(C)NC(C)=C(C(=O)OC(C)C)C1c1cccc2nonc12 (configuration not stated)	99	-0.5
CC(NC(=O)C1CCCN(c2nnc(-n3cccc3)s2)C1)c1ccc2c(c1)OCCO2 (configuration not stated)	105	0.6
Cc1ccc(C)c(N(C)C(=O)Cc2c(C(=O)O)[nH]c3ccc(Cl)cc23)c1	103	-0.5

Additional compounds
SMILES	Polio RdRp inh	Polio RdRp inh FP z-score
CCN1CCN(C(=O)c2cn(CC)c(=O)c3cc(OC)c(OC)cc23)CC1	98	-0.4
CCOC(=O)C(C(C)C)C(N)Cc1ccc(F)cc1 (configuration not stated)	99	-0.1
CC(C)(C)c1ccc(Cn2c(=N)n(CCO)c3ccccc32)cc1	100	-0.3
Cc1cc2ncn(S(=O)(=O)c3ccc(S(N)(=O)=O)cc3)c2cc1C	104	0.6
Cc1cccc2c1NC1(CCCC1)CC2C (configuration not stated)	100	-0.5
Cc1ccc(-c2cn3cccnc3n2)cc1NC(=O)Cc1ccccc1	102	-1.1
O=C(Nc1ccccc1)OCN1C(=O)c2ccccc2C1=O	102	0.6
COc1ccc(OC)c(/C(C)=N/N=C(N)N)c1	103	0.3
Cc1ccc(Cn2c(SCC(=O)NCc3ccccc3Cl)nc3ccsc3c2=O)cc1	106	-0.1
CCN(Cc1ccccc1)C(c1ccccn1)c1nnnn1C(C)(C)CC (configuration not stated)	99	-0.7
CCCn1c(NCc2ccc(N(CC)CC)cc2)nc2ccccc21	101	-0.5
O=C(Nc1ccc(F)c(F)c1)c1cc(S(=O)(=O)NCc2ccc(F)cc2)ccc1F	103	0.4
CNC(=O)CSc1nc2ccccc2n1-c1ccccc1	96	-0.6
O=C(CSc1cccc[n+]1[O-])c1ccc2c(c1)-c1ccccc1C2	103	1
Cc1ccc2nc(SCC(=O)NC(C)C)nc(=O)n2c1	105	1.1
COc1ccc2c(CC(=O)OCC(=O)c3cc(C)n(-c4ccc5c(c4)OCO5)c3C)coc2c1	105	0.3
COc1ccc(CCNC(=O)CSCc2nc(-c3cccc(C)c3)oc2C)cc1OC	107	0.2
COc1ccc(C(=O)Nc2cccc(C(=O)OCc3cc(=O)n4nc(C5CC5)sc4n3)c2)cc1	104	-0.6
COc1ccc(CCNC(=O)c2c(C)oc3ncn(CC(C)C)c(=O)c23)cc1OC	106	-0.3
CCc1ccc(C2CC(=O)NC(NC(=O)c3ccc(C(C)(C)C)cc3)=N2)cc1 (configuration not stated)	105	-0.3
Cc1cc(NC(=O)c2cc(-c3ccc(Br)cc3)on2)nn1Cc1ccc(Cl)cc1	99	-0.6
COC(=O)[C@@H](Cc1c[nH]c2ccccc12)NC(=O)c1ccc2c(c1)OCO2	106	0.2
COc1ccccc1CNC(=O)COc1ccccn1	101	-0.2
CC1CN(C(=O)CC(C)c2ccccc2)CC(C)O1 (configuration not stated)	100	-0.1
COc1ccc(N2CCN(C(=O)C3c4ccccc4C(=O)N4CCc5cc(OC)c(OC)cc5C34)CC2)cc1 (configuration not stated)	99	-0.1
Nc1ccc(CC2C(=O)Nc3ccccc32)cc1 (configuration not stated)	98	-0.9
NCCc1c(C(=O)O)[nH]c2ccc(Br)cc12	108	0.5
Cc1cc(C(=O)OCC(=O)N2CCCCC2)c(C)n1-c1ccccc1	101	-0.4
CCc1ccccc1NC(=O)CN(C)C(=O)Cn1cnc2ccc(Cl)cc2c1=O	104	0.1
COc1ccc(CN2C(=O)c3cccnc3C2=O)cc1S(=O)(=O)N1CC(=O)Nc2ccccc21	101	0
CC(C)=C1Cc2cc3ccc(=O)oc3cc2O1	99	-0.2
Cc1cc(=O)oc2cc(OCC(O)CNCc3cn4c(C)csc4n3)ccc12 (configuration not stated)	98	-0.6
COc1ccccc1-n1c(-c2ccc(C)cc2)cn2c3c(=O)n(C)c(=O)n(C)c3nc12	102	-0.1
O=C(CSc1nc2ccccc2s1)NC1CCCCC1	105	0.2
COc1ccc(CNC(=O)Cc2ccc(NC(=O)N3CCSc4ncccc43)cc2)cc1OC	103	-0.4
CCCCCOc1ccc(NC(=O)Cc2csc(C)n2)cc1	109	0.7

Some of the entries so far, with values under each structure:
Order of results – Polio RdRp inh | Polio RdRp inh FP z-score
> Cc1cc(=O)oc2cc(OCC(O)CNCc3cn4c(C)csc4n3)ccc12 (configuration not stated)
    98 | -0.6
> COc1ccccc1-n1c(-c2ccc(C)cc2)cn2c3c(=O)n(C)c(=O)n(C)c3nc12
    102 | -0.1
> O=C(CSc1nc2ccccc2s1)NC1CCCCC1
    105 | 0.2
> COc1ccc(CNC(=O)Cc2ccc(NC(=O)N3CCSc4ncccc43)cc2)cc1OC
    103 | -0.4
> CCCCCOc1ccc(NC(=O)Cc2csc(C)n2)cc1
    109 | 0.7

(list continues)
SMILES	Polio RdRp inh	Polio RdRp inh FP z-score
CCOC(=O)c1c(NC(=O)c2cc(OC)c(OC)c(OC)c2)sc2c1CCCC2	105	0.3
CCn1c(SCC(=O)OCC(=O)N2CCc3ccccc32)nnc1-c1cccs1	101	-0.4
C=CCn1c(SC2CCOC2=O)nc2scc(C3CC3)c2c1=O (configuration not stated)	102	0.1
O=C(CCn1c(=O)c2ccccc2n(Cc2ccc(F)cc2Cl)c1=O)NCc1ccc2c(c1)OCO2	106	0.1
O=C(Cc1cccs1)N/N=C/c1ccc(C(=O)O)cc1	104	0.6
COc1ccc(N(C(=O)C(C)C)S(=O)(=O)c2cccs2)cc1	99	-0.7
CC(C)c1ccc(-c2noc(SCC(=O)N(C)c3ccc(F)cc3)n2)cc1	97	-2
COc1ccccc1NC(=O)Cn1c(=O)c(N(C)C)c(N)n(C)c1=O	104	0.1
O=C(NCc1ccc2c(c1)CCN2C(=O)c1ccc(Cl)cc1)c1cccc(F)c1	106	-0.2
O=C(NCc1ccccc1Cl)C1CCC(CNS(=O)(=O)c2ccc(Br)s2)CC1 (configuration not stated)	114	1.7
Cc1ccc(NC(=O)CN2C(=O)CCc3cc(S(=O)(=O)N4CCCCC4)ccc32)cc1N(C)C	107	0.3
O=C1C(c2ccncc2)N(CCC2=CCCCC2)C(=O)CN1C1CCCCC1 (configuration not stated)	100	-0.1
COc1ccc(/C=C/C(=O)Nc2ccc3nc4c(c(Nc5ccccc5OC)c3c2)CCCC4)cc1	106	0.2
COc1ccc(Cl)cc1NC(=O)C1CCCN(S(=O)(=O)c2ccc3c(c2)CCCC(=O)N3)C1 (configuration not stated)	101	-1.5
CN(C1CCCCC1)S(=O)(=O)c1ccccc1NC(=O)c1ccc[nH]c1=O	99	-0.4
N#C/C(=C/c1ccc(Sc2nc3ccccc3[nH]2)o1)C(=O)N1CCOCC1	121	3.8

Only part of the results is shown, so the mix of outcomes need not match the whole.
